zfTRPN1 agonist: zebrafish TRPN1 (NompC) channel agonism. AID 1424. HEK293 zebrafish TRPN1-YFP, Fluo-8 calcium fluorescence; 100% = response to 87 µM carbachol. activation, % at 3 µM. actives 0.18% (n = 220,000);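 active means activation above its plate's cutoff, the mean activation of test wells on that plate plus 3 SD, cut at about 19% in these data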;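 further: 0% = DMSO alone and 100% = 87 µM carbachol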
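Assay system: Zebrafish TRPN1-YFP in HEK293 cells | Incubation: Dye loading 1 h at 37 °C, then 30 min room temperature | Measured by: Kinetic Fluo-8 fluorescence, ex 470-495, em 515-575 nm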
EBV gp42 inh: blocks Epstein-Barr virus glycoprotein 42 binding | Fluorescence polarization binding assay, mP read-out | inhibition, % (tested at 21.74 µM) | actives 0.42% (n = 220,000); in the data active means inhibition above about 50%
TbHK1 inh: blocks Trypanosoma brucei hexokinase 1 activity | inhibition, % at 10 µM | AID 1430 | recombinant TbHK1, G6PDH-coupled NADH A340 | actives 0.11% (n = 220,000);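 active means inhibition of 50% or more in the single-dose primary screen; inactive means inhibition below 50%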
Thrombin inh: blocks human thrombin protease activity | AID 1046 | inhibition, % at 5 µM | P00734 | actives 0.26% (n = 220,000) | alpha-thrombin, Boc-VPR-AMC fluorogenic substrate cleavage;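 active means inhibition at or above 40%; inactive means inhibition below 40%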;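 further: 0% = enzyme with no compound and 100% = wells without enzyme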
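Material: Human alpha-thrombin protein | Buffer or medium: pH 7.5 Tris-saline with Tween 20 | Reagent: Boc-VPR-AMC substrate, 15 µM final | Schedule: Reaction at ambient temperature | Detection: AMC fluorescence at 355 nm excitation and 460 nm emission | Evaluation: Percent inhibition scaled between no-compound controls and no-enzyme blanks | Controls: no-compound enzyme wells and no-enzyme blanks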
PPC-1+TRAIL kill: kills PPC-1 cancer cells in the presence of TRAIL; PPC-1 cells + TRAIL, ATPLite viability luminescence; cell killing (% activity), % at 4 µM; actives 0.41% (n = 220,000); AID 1443;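 active means cell killing above 50% in the first pass at 4 µM, then a duplicate retest at 5 µM averaging 50% or more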;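 further: plate controls were cells with TRAIL plus DMSO for no effect and medium-only wells lacking cells for full effect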
TRPML3 agonist: agonists of human TRPML3 channel. actives 0.29% (n = 220,000). AID 1448. activation, % at 3 µM. Q8TDD5. HEK293 TRPML3-YFP, Fluo-8 calcium fluorescence; 100% = the carbachol control signal;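 active means activation above its plate's cutoff, the mean activation of the plate's test wells plus 3 SD, cut at about 12% in these data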;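 further: 0% = DMSO only wells and 100% = carbachol wells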
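system = HEK293 cells stably carrying human TRPML3-YFP | doses = one concentration, 3 µM nominal, 0.3% DMSO | timing = dye loading 1 h 37 °C then 30 min ambient, 125 s read | detection = Fluo-8 calcium dye fluorescence, ex 470-495, em 515-575 nm | benchmarks = high control carbachol 87 µM, low control DMSO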
Furin inhibitor: inhibitors of human furin; P09958; purified furin, fluorogenic substrate cleavage; inhibition, % at 30 µM; actives 0.061% (n = 220,000); in the data active means inhibition above about 25%; further: inactives centre near -15
KCC2 mod: modulators of human KCC2 chloride dependent transport; Q9H2X9; KCC2 cells, thallium flux FluoZin-2 fluorescence; B-score of Tl+ flux slope (higher = more flux/activation; lower = inhibition) at 10 µM; actives 2.2% (n = 190,000); AID 1456;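 active means thallium flux slope and its plate-corrected score both differing from the plate sample mean at a set confidence after two filtering rounds, in either direction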;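 further: slope of fluorescence scaled to starting intensity during 10 to 20 s after thallium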
Target sequence (Q9H2X9 whole entry, looked up): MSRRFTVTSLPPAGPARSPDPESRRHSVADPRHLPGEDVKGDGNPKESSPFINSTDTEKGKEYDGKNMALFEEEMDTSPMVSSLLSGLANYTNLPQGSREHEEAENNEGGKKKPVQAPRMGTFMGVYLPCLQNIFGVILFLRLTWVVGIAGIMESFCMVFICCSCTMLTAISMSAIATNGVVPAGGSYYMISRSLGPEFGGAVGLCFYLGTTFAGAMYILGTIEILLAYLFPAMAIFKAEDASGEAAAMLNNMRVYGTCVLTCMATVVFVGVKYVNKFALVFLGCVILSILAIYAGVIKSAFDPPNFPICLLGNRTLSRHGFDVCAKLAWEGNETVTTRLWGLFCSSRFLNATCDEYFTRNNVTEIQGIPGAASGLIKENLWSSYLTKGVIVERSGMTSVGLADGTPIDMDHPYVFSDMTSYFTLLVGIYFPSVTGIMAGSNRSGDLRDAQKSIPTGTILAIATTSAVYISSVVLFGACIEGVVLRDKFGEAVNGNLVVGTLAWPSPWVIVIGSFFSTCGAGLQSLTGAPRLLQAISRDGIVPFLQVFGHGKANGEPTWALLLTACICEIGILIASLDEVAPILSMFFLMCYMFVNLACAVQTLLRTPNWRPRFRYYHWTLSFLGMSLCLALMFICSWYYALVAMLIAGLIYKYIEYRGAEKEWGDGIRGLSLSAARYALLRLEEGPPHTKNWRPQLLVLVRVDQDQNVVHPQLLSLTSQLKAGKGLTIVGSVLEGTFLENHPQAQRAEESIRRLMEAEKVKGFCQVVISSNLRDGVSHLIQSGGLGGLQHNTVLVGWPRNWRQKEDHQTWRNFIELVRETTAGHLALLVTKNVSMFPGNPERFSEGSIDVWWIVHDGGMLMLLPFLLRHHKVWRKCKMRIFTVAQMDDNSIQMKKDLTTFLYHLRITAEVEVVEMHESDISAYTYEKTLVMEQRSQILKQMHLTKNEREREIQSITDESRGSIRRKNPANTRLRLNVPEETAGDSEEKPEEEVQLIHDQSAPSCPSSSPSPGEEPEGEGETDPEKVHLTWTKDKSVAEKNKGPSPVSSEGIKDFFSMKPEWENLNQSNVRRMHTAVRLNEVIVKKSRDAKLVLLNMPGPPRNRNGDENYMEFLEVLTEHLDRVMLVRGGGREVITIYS
m-calpain inh: blocks pig calpain II enzyme activity | purified calpain II, fluorogenic peptide substrate, 30 min | inhibition, % at 16 µM | actives 0.37% (n = 220,000) | AID 1236;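 active means inhibition above about 50%, limit read from the data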
* hit, by the source's call; i = inactive; · = no result given; [ ] = dose if it differs, or a comment.

item	smiles	zfTRPN1 agonist	EBV gp42 inh	TbHK1 inh	Thrombin inh	PPC-1+TRAIL kill
1	CCNc1nc(SCC(=O)OC)nc(N2CCOCC2)n1	2.2	-2	3	-7	16
2	COc1cccc(N2CC(O)=C(c3ccccc3)C2=N)c1	0.1	-21	1	0	7
3	Cc1ccc(S(=O)(=O)Oc2cccc(/C=N/n3cnnc3)c2)cc1	5.1	-10	38	2	18
4	COc1cc(/C=C/C(=O)O)cc(S(=O)(=O)Nc2cccc(S(=O)(=O)N3CCOCC3)c2)c1OC	0.6	-11	-5	4	9
5	COc1ccc(-n2c(N)cc(=O)[nH]c2=O)cc1	3.5	-19	-5	0	8
6	CCOc1ccc(Nc2nc(Cl)nc(N3CCN(c4ccc(OC)cc4)CC3)n2)cc1	-1.8	7	-8	-9	-32
7	CCC(=O)N1CCCc2cc(S(=O)(=O)N3CCCc4ccccc43)ccc21	0.4	-1	-3	4	9
8	Cc1cc(C)n(Cc2ccc(Cl)c(Cl)c2)c(=O)c1S(=O)(=O)c1ccccc1	0.8	-18	-1	-14	11
9	COC(=O)Cn1c(=NC(=O)C(C)C)sc2c(C)cc(C)cc21	0.4	-5	-3	-6	15
10	Cc1ccc(F)cc1NC(=O)CN1CCN(c2ccccn2)CC1	0.7	-19	0	-6	-6

item	TRPML3 agonist	Furin inhibitor	KCC2 mod	m-calpain inh
1	0.9	-19	0.085	-34
2	0.6	-8[20 µM]	-0.024	-6
3	2.4	-9	-0.26	-1
4	0.7	-26	0.68	-15
5	0.3	-31	-0.64	-13
6	-0.6	-17	-0.1	-16
7	2.5	-1[20 µM]	1.2	-27
8	1.1	-10[20 µM]	·	-193
9	-0.3	-15	·	-19
10	0.5	-4	-0.29	13

Some of the entries above in another layout:
2	COc1cccc(N2CC(O)=C(c3ccccc3)C2=N)c1
3	Cc1ccc(S(=O)(=O)Oc2cccc(/C=N/n3cnnc3)c2)cc1
Assay by compound,2,3
zfTRPN1 agonist,0.1,5.1
EBV gp42 inh,-21,-10
TbHK1 inh,1,38
Thrombin inh,0,2
PPC-1+TRAIL kill,7,18
TRPML3 agonist,0.6,2.4
Furin inhibitor,-8[20 µM],-9
KCC2 mod,-0.024,-0.26
m-calpain inh,-6,-1

An excerpt from above in order of their number in KCC2 mod, smallest number first:
| cpd | canonical_smiles | EBV gp42 inh | TbHK1 inh | Thrombin inh | TRPML3 agonist | Furin inhibitor | KCC2 mod | m-calpain inh |
| --- | --- | --- | --- | --- | --- | --- | --- | --- |
| 6 | CCOc1ccc(Nc2nc(Cl)nc(N3CCN(c4ccc(OC)cc4)CC3)n2)cc1 | 7 | -8 | -9 | -0.6 | -17 | -0.1 | -16 |
| 2 | COc1cccc(N2CC(O)=C(c3ccccc3)C2=N)c1 | -21 | 1 | 0 | 0.6 | -8[20 µM] | -0.024 | -6 |
| 1 | CCNc1nc(SCC(=O)OC)nc(N2CCOCC2)n1 | -2 | 3 | -7 | 0.9 | -19 | 0.085 | -34 |

Following part
item	smiles	zfTRPN1 agonist	EBV gp42 inh	TbHK1 inh	Thrombin inh	PPC-1+TRAIL kill
11	Cc1cccc(C)c1NC(=O)CNC(=O)Cc1ccc(Br)cc1	0.0	2	-5	2	10
12	CN(C)c1ccc(NC(=O)CN2CCC(N3CCCCC3)CC2)cc1	-0.1	-30	-8	-2	8
13	Oc1ccc(CNc2ccccc2O)cc1	-1.0	0	-17	3	4
14	Cc1ccccc1-c1nnn(CC(=O)N2CCN(S(=O)(=O)c3ccc(Cl)cc3)CC2)n1	-0.7	6	-10	5	1
15	O=C(Nc1ccc(N2CCN(C(=O)c3ccc(Cl)cc3)CC2)cc1)c1cccnc1	3.2	-6	-10	3	-1
16	CN(C)c1ccccc1C(=O)c1ccccc1N(C)C	-1.1	-4	-25	5	8
17	Cc1c(Cl)cccc1NC(=S)NCCC(c1ccccc1)c1ccccc1	0.9	-8	-6	-1	18
18	Cc1cc(C(=O)Nc2ccccc2)oc(=O)c1	0.1	-19	-22	-3	2
19	CCC(CC)C(=O)c1c[nH]c(C(=O)NCc2cccs2)c1	-1.0	-5	-4	-5	18
20	Cc1cc(C(=O)NCc2cccs2)no1	-0.9	-12	28	-2	4

item	TRPML3 agonist	Furin inhibitor	KCC2 mod	m-calpain inh
11	-0.5	-14	0.91	-3
12	1.1	-13[20 µM]	-0.14	19
13	0.8	-20[20 µM]	·	-170
14	-0.2	-10[20 µM]	-0.3	20
15	0.8	-20[20 µM]	0.19	-15
16	-1.1	-15	0.049	7
17	0.3	-30	-0.057	3
18	0.1	-9	0.025	5
19	-0.4	-24	0.47	-4
20	0.7	-23[20 µM]	0.035	-54

More results follow:
item	smiles	zfTRPN1 agonist	EBV gp42 inh	TbHK1 inh	Thrombin inh	PPC-1+TRAIL kill
21	O=C1CC(NC(=O)C(F)(F)F)c2cc3c(cc21)OCO3 (centres undefined)	0.4	-11	-3	2	36
22	CCCCc1c(O)c2ccccc2[nH]c1=O	-0.1	·	44	-1	11
23	O=C(CSc1nnc(CNC(=O)c2ccccc2F)o1)NCCc1ccccc1	-0.5	-6	-9	0	11
24	CN(Cc1ccccc1)S(=O)(=O)c1ccc(Cl)c(C(=O)OCC(N)=O)c1	-0.6	-17	-6	-8	17
25	Cc1cc(C(F)(F)F)c2c(C)nn(CCc3nn[nH]n3)c2n1	0.3	3	4	-5	11
26	Oc1c(CN2CCOCC2)ccc2ccccc12	-1.8	-79	2	-4	12
27	Cc1ccc2c(c1)C(c1ccc(O)cc1)(c1ccc(O)cc1)C(=O)N2C	-0.7	10	-1	4	-5
28	CCCCC(c1nnnn1C1CCCC1)N1CCN(C(=O)c2ccco2)CC1 (centres undefined)	-0.3	-3	1	-1	26
29	COC(=O)c1sc(NC(=S)NC(=O)c2ccccc2Cl)nc1C	0.9	-7	-7	0	24
30	O=C1OC(c2cccs2)=N/C1=C\c1ccc(-c2cccc(Cl)c2)o1	0.1	13	-4	-5	0

item	TRPML3 agonist	Furin inhibitor	KCC2 mod	m-calpain inh
21	0.4	-25	2.3	-11
22	0.9	8	0.22	·
23	0.3	0[20 µM]	-0.64	-25
24	-1.1	19	-1.2	5
25	1.2	-25[20 µM]	0.38	-280
26	-0.6	-22	-0.73	-217
27	0.6	-16	3.7*	8
28	0.3	-20	1.8	19
29	0.0	-4	50*	-28
30	0.5	-13[20 µM]	·	-82

(cont.)
item	smiles	zfTRPN1 agonist	EBV gp42 inh	TbHK1 inh	Thrombin inh	PPC-1+TRAIL kill
31	Cc1ccc(S(=O)(=O)Nc2ccc3nc(C)sc3c2)cc1	3.8	-17	5	10	18
32	Cc1ccc(-c2nnc(Nc3ccc(C(=O)N(C)C)cc3)c3ccccc23)cc1S(=O)(=O)NC(C)(C)CO	0.4	-3	-43	-1	20
33	O=C(CC1C(=O)N(c2ccccc2)C(=O)N1Cc1ccco1)Nc1ccccc1 (centres undefined)	0.9	-45	-2	-2	6
34	COc1ccc(NC(=S)NCC2CCCO2)c(OC)c1 (centres undefined)	0.1	-12	-6	1	11
35	CC(C)NC(=O)CN1CCC(c2ccccc2)C(O)C1 (centres undefined)	1.1	-3	3	6	2
36	COc1cc(-c2cc(-c3ccc(F)cc3)nc(N)c2C#N)ccc1O	-1.6	1	-8	-11	-3
37	O=C(Nc1nc2ccsc2c(=O)s1)C1CCC1	-0.2	-12	-32	1	7
38	COc1ccc(-c2csc(CCn3nc(C)cc3C)n2)cc1OC	-0.3	0	-1	-11	-20
39	Cc1ccc(S(=O)(=O)N2CCCCC2)cc1NC(=O)CSc1ncn[nH]1	0.7	-9	2	4	11
40	CCCS(=O)(=O)Nc1cccc(-c2ccc3nnc(C)n3n2)c1	0.4	-16	-9	-4	1

item	TRPML3 agonist	Furin inhibitor	KCC2 mod	m-calpain inh
31	0.3	-6[20 µM]	-1.4	12
32	0.2	-8	0.68	-33
33	0.1	-24	-0.088	27
34	0.0	-21[20 µM]	·	-38
35	0.5	-35	2.2	-48
36	0.1	-13	-0.28	-59
37	0.6	-14	0.22	-4
38	0.5	-21	-0.44	-14
39	0.4	-9	0.19	19
40	-0.2	-14	0.9	-28

Continuation.
item	smiles	zfTRPN1 agonist	EBV gp42 inh	TbHK1 inh	Thrombin inh	PPC-1+TRAIL kill
41	COC(=O)CSc1nnc(CNC(=O)c2cc(OC)c(OC)c(OC)c2)n1C	1.4	1	5	-5	-2
42	c1ccc(CNc2nc(NCc3ccccc3)c3ccccc3n2)cc1	16	12	32	4	20
43	CCn1c(N2CCN(C(=O)Nc3ccc(F)cc3)CC2)nc2ccccc21	-0.6	7	4	2	16
44	O=C(Nc1ccccc1O)c1cc(S(=O)(=O)N2CCOCC2)c(Cl)cc1Cl	8.1	-29	8	-11	17
45	Cc1ccc(C(=O)CSc2nnc(-c3cccnc3)n2N)cc1	-0.3	-19	-3	1	10
46	CCn1c(SCC(=O)N/N=C/C=C/c2ccccc2[N+](=O)[O-])nnc1-c1ccc(Cl)cc1	-0.8	-5	-7	-7	24
47	CCCCn1nc2cc(C(=O)NCC3CC3)ccc2c1OCC	-4.1	-4	-2	-5	11
48	Cc1ccc(N2N=C(c3ccc(F)cc3)CC2c2ccco2)cc1 (centres undefined)	0.5	11	3	-31	6
49	N#C/C(=C\c1ccc(-c2ccccc2[N+](=O)[O-])o1)C(N)=O	-1.4	-8	-16	21	17
50	CCOC(=O)Cn1cnc2sc3c(c2c1=O)CCC3	0.5	-13	-2	0	0

item	TRPML3 agonist	Furin inhibitor	KCC2 mod	m-calpain inh
41	-0.4	-24	0.019	1
42	7.4	-5	-0.92	-24
43	0.0	-18[20 µM]	0.014	-19
44	2.9	-3	-0.34	1
45	0.3	-1[20 µM]	1	-8
46	0.3	-18	-0.71	-8
47	0.1	-14[20 µM]	-0.11	i
48	0.3	-36	0.7	-474
49	-0.9	-16	0.58	10
50	-0.1	-21[20 µM]	-0.096	-32

Next entries:
item	smiles	zfTRPN1 agonist	EBV gp42 inh	TbHK1 inh	Thrombin inh	PPC-1+TRAIL kill
51	FC(F)(F)c1cc(-c2ccco2)nc(-n2nc(C(F)(F)F)cc2C2CC2)n1	0.5	-7	-15	2	-4
52	O=C(NNS(=O)(=O)c1ccc(Cl)cc1)c1sccc1-n1cccc1	0.8	-22	2	-5	10
53	COc1cc(S(=O)(=O)N2CCC(c3nc4ccccc4s3)CC2)ccc1S(=O)(=O)NC1CCCC1	0.3	2	-9	0	10
54	CN1CCN(C(=S)SCC(=O)Nc2nc(-c3ccccc3)c(-c3ccccc3)o2)CC1	-0.4	17	-10	7	9
55	CCOC(=O)Cc1csc(NC(=O)/C=C/c2ccco2)n1	0.2	1	-85	-6	16
56	CCOCCCNC(=O)c1cc2sc(Cl)cc2n1CC	-1.7	-8	3	4	-12
57	CC(=O)OCC(CCn1cnc2cnc(N)nc21)COC(C)=O	0.5	-14	·	·	2
58	CCCOc1ccc(N2C(=O)CC(NCCNc3ccc(S(=O)(=O)CC)cc3)C2=O)cc1 (centres undefined)	2.9	-14	-3	-3	-2
59	NC1=NN(c2cccc(C(=O)O)c2)C(=O)C1	1.5	-2	-3	-8	-22

item	TRPML3 agonist	Furin inhibitor	KCC2 mod	m-calpain inh
51	0.2	-13	·	-15
52	0.6	-17[20 µM]	·	4
53	1.2	-8[20 µM]	-0.44	-10
54	-0.1	-7	-0.11	-2
55	1.1	15	1.1	15
56	-0.7	-12	-0.0071	14
57	0.9	·	0.063	-7
58	-0.1	-19[20 µM]	-0.094	-62
59	0.3	-15	1.4	-17

Screening data from PubChem.
